CDK5 inh – inhibitors of human CDK5/p35 kinase | 330,000 tested, 0.01% active | AID 488839 | Q00535+Q15078 | inhibition, % at 10 µM | Recombinant CDK5/p35, ADP-Glo luminescence, 60 min;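 active = highest replicate inhibition of at least 50% and at least 75% of replicates reaching 50%; inconclusive = only one of the two criteria met; inactive = both criteria failed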;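 also: plate controls were DMSO neutral control for no effect and GW8510 at 10 µM for full effect; many of its hits are not listed in these tables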
Target sequence (Q00535 whole entry, looked up): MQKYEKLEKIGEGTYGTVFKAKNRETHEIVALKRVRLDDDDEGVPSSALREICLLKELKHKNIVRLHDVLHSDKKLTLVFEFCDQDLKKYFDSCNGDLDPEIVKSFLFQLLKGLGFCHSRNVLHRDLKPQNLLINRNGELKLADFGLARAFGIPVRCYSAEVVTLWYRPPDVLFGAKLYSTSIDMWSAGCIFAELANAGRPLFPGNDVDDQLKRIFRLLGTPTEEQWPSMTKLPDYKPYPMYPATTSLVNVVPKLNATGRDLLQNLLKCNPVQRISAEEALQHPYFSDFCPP
Target sequence (Q15078 whole entry, looked up): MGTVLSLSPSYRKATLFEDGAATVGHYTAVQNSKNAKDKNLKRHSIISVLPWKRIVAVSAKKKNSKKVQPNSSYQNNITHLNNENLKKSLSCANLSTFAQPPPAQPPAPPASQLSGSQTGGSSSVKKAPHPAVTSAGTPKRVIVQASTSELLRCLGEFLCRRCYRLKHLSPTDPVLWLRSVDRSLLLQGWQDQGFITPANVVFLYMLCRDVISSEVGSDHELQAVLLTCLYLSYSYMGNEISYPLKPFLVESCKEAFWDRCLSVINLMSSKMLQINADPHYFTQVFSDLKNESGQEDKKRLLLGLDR
cardiac RTF act – cardiac RTF calcium sensitization. IANBD-labeled TnC RTF fluorescence at EC20 calcium; 0% EC20 calcium, 100% full calcium. activation, % at 7.2 µM. 340,000 tested, 0.24% active;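 active = activation above the mean over all tested compounds plus 3 SD, cut at about 30% in these data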;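 also: rise in fluorescence read as greater calcium sensitivity of cardiac thin filaments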
Wnt act – Wnt/beta-catenin pathway activation; Wnt/beta-catenin reporter cell assay, activator, plate reader; activation, % at 9.35 µM; 300,000 tested, 1.2% active; AID 743398; in the data active = activation above about 30%, passing the limit was not always enough; inconclusive = no clear call, values can overlap the other calls;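 also: 0% = neutral control wells and 100% = positive control wells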
CAL PDZ FP-1 – inhibitors of human CAL PDZ peptide binding; Q9HD26; purified CAL PDZ, TMR-peptide fluorescence polarization, 1 h; inhibition, % at 24.9 µM; 300,000 tested, 0.92% active; AID 602252;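 active = mean inhibition of at least 30% with at least half of replicates also reaching 30%; inconclusive = no clear call, values can overlap the other calls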;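 also: 0% = DMSO neutral control and 100% = excess unlabeled competitor peptide PRC23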
V-ATPase pH – alters yeast V-ATPase proton transport | S. cerevisiae, pHLuorin cytosolic pH fluorescence | 350,000 tested, 0.37% active | response, % at 10 µM | AID 504577; in the data active = response mostly above about 7.3%, no sharp cut-off; inactive = mostly below about 5.4%; also: actives read high; inactives centre near 0; some compounds called inactive have numbers as strong as hits
dFosB activator – activators of mouse delta FosB homodimer; P13346; purified delta FosB, TAMRA-CDK5 oligo fluorescence polarization; percent of positive-control signal above neutral wells; activation, % at 25 µM; 340,000 tested, 0.99% active; AID 493131;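 active = mean activation above about 17%, with every replicate also reaching it, limit read from the data, passing the limit was not always enough; inconclusive = only one of the two conditions met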;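 also: fluorescence polarization rise as delta FosB binds a TAMRA Cdk5 AP-1 oligo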
CAL PDZ FP-2 – human CAL PDZ-peptide interaction inhibition. Q9HD26. purified CAL PDZ, TMR-peptide fluorescence polarization, 1 h. inhibition, % at 20 µM. 330,000 tested, 0.02% active. AID 504414;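 active = highest replicate inhibition of at least 40%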;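 also: plate controls were DMSO neutral control wells for no effect and unlabeled competitor peptide control wells for full effect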
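Control set: unlabelled peptide and DMSO controls / Material: purified CerCALP PDZ construct / Timing: 1 h incubation at room temperature before polarization reading / Doses: 20 µM, one dose / Detection: fluorescence polarization (mP)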
Tat transport – E. coli Tat transport inhibition. 340,000 tested, 0.036% active. E. coli MC4100 TorA-mCherry Tat export, fluorescence. inhibition, % at 10 µM;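 active = mean replicate inhibition at least 50% and at least half of replicates individually reaching 50%; inconclusive = only one of the two criteria met; inactive = neither criterion met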;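 also: exported cargo escapes ClpAP degradation while cytoplasmic cargo is degraded and loses fluorescence; 0% = median of neutral control wells and 100% = median of NaSCN control wells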
MITF act – MITF TRPM1 promoter activation in melanoma cells. SK-MEL-5 TRPM1-promoter luciferase, 24 h; % of positive control, neutral wells = 0. activation, % at 12.5 µM. 300,000 tested, 0.75% active;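 active = mean activation of at least 80% with every replicate also reaching 80%; inconclusive = mean reaches 80% but some replicate falls short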;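 also: 0% = neutral control wells and 100% = parthenolide positive control wells; values of inactives mirror those of a sister screen read the other way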
Rtt109 HAT inh – inhibitors of Candida albicans Rtt109/Vps75 histone acetyltransferase; Q5AAJ8; purified Rtt109/Vps75, ThioGlo CoA-SH fluorescence, 4 h; inhibition, % at 34.9 µM; 330,000 tested, 0.16% active;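 active = inhibition of at least 50% in every replicate; inconclusive = best replicate reaches 50% inhibition but some replicates fall short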
Target sequence (Q5AAJ8 whole entry, looked up): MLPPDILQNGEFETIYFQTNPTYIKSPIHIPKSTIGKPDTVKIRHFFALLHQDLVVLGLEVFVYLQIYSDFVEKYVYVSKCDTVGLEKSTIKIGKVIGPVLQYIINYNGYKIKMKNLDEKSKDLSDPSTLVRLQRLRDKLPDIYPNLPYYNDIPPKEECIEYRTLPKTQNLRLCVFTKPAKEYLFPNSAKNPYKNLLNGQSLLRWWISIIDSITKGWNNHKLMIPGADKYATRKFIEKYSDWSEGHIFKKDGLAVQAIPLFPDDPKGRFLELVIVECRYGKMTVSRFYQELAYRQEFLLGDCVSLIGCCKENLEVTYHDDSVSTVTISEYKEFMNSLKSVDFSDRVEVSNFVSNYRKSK
An asterisk follows results filed as active; ? = inconclusive; · = no result given; & = joins results of further samples.

SMILES	CDK5 inh	cardiac RTF act	Wnt act	CAL PDZ FP-1	V-ATPase pH	dFosB activator	CAL PDZ FP-2	Tat transport	MITF act	Rtt109 HAT inh
COc1cc(C=O)cc(Br)c1OCC(N)=O	0.3	0	-4	4	0	-5	-1.2	2	2	·
COc1ccc(OC)c(S(=O)(=O)Nc2ccc3[nH]c(=O)[nH]c3c2)c1	-0.2	-1	1	0	1	-1	-1.4	4	·	-20
COc1ccc(OCC(O)CNC(C)c2ccccc2)cc1 (stereo unspecified)	1.2	-2	-1	-1	-1	-3	-1.3	-16	16	1
CCOC(=O)c1cc2c(=O)n3cccc(C)c3nc2n(Cc2ccco2)c1=NC(=O)c1ccccc1	0.4&1.4	-1&5	4&1	-7&1	-4&-4	-40&-22	-1.6&0.3	3&0	-6	1&-44
CCc1c(C)nc(SCC(=O)N2CCCCC2)[nH]c1=O	-1.5	0	0	-4	-1	-5	-6.1	3	4	-2
CCC(C)N1CC23C=CC(O2)C(C(=O)OCc2ccccc2)C3C1=O (stereo unspecified)	-1.0	-5	·	0	-5	3	0.9	1	4	2
CC(C)OP(=O)(OC(C)C)C(Nc1ccccc1)c1ccc2c(c1)OCO2 (stereo unspecified)	0.8	-8	-6	4	0	-10	-0.8	9	-7	-3
O=C(CCCCCn1c(=S)[nH]c2cc3c(cc2c1=O)OCO3)N1CCN(C(=O)c2ccco2)CC1	1.5	-6	-8	-3	2	-1	-1.3	-6	·	3
COc1ccc(-c2nnc(Nc3ccc(CC(N)=O)cc3)c3ccccc23)cc1	-1.2	4	·	-3	-2	-6	-0.6	?	0	9
Cc1ccc(NC(=S)Nc2ccc3nc(-c4ccccn4)c(-c4ccccn4)nc3c2)cc1C	0.9	17	·	-4	3	-2	-1.8	5	-3	1
O=C1c2ccccc2C(Nc2ccc(Cl)cn2)N1c1cccnc1 (stereo unspecified)	0.2	10	-2	·	4	-5	-1.1	2	·	0
COC(=O)c1nn(-c2ccccc2)c(Cl)c1/C=N/OCc1ccc(Cl)cc1Cl	2.2	12	·	-1	-2	-5	0.2	1	21	-19
O=C(CCc1c[nH]c2ccccc12)N=Nc1c(O)[nH]c2ccccc12	-0.4	-1	0	0	6	-2	-2.9	-2	2	-1
CN(CC1CCCN(CCc2ccc(Cl)cc2)C1)C(=O)c1ccoc1 (stereo unspecified)	0.2	2	2	15	0	-5	0.0	-1	12	2
COc1cc(NC(=S)N2CCN(c3ccccn3)CC2)cc(OC)c1OC	0.2	3	7	0	-1	-9	-1.4	6	2	1
c1ccc(-c2csc(=Nc3cccnc3)n2CC2CCCO2)cc1 (stereo unspecified)	·	-2	-3	-4	0	-3	-0.6	7	-6	-2
CS/C(=N\S(=O)(=O)c1cccs1)Nc1cccc(Cl)c1C	1.2	18	-2	0	3	-8	-0.7	10	-1	-4
COc1ccc(Cn2c(CO)cnc2SCC(=O)Nc2cc(C)on2)cc1	-0.7	-3	1	7	-5	0	-0.1	2	9	-2
O=C(O)CCC(=O)c1ccc2c(c1)OCCO2	0.4	4	-4	0	-1	4	0.7	2	18	-4
O=C(O)c1cc(Br)ccc1NS(=O)(=O)c1cccc2nsnc12	-2.2	8	-1	-2	-7	-7	-0.6	-5	·	-4
Cn1c(CNS(=O)(=O)c2ccc(Cl)cc2)cc(=O)n(C)c1=O	-0.2	0	1	6	6	-4	0.2	-1	3	26
COc1ccc(CCNC(=O)C2CCN(S(=O)(=O)c3cccc4cccnc34)CC2)cc1OC	·	7	·	-2	1	-4	-2.8	-10	-4	-2
COC(=O)c1c(C(=O)c2ccc(Br)cc2)n(C)c2ccccc12	2.9	-3	2	4	2	-5	-0.8	5	·	16
O=C(CCCC(=O)NC1CCCC1)NC1CCCC1	0.9	1	·	0	3	6	-1.8	-9	-6	-5
O=C(COC(=O)c1ccc(Cl)cc1)NC1CCCCCC1	-1.9	2	-6	-8	1	-1	-0.1	-6	-3	6

A second format for 13 compounds above:
SMILES | CDK5 inh | cardiac RTF act | Wnt act | CAL PDZ FP-1 | V-ATPase pH | dFosB activator | CAL PDZ FP-2 | Tat transport | MITF act | Rtt109 HAT inh
COc1cc(C=O)cc(Br)c1OCC(N)=O | 0.3 | 0 | -4 | 4 | 0 | -5 | -1.2 | 2 | 2 | ·
COc1ccc(OC)c(S(=O)(=O)Nc2ccc3[nH]c(=O)[nH]c3c2)c1 | -0.2 | -1 | 1 | 0 | 1 | -1 | -1.4 | 4 | · | -20
COc1ccc(OCC(O)CNC(C)c2ccccc2)cc1 (stereo unspecified) | 1.2 | -2 | -1 | -1 | -1 | -3 | -1.3 | -16 | 16 | 1
CCOC(=O)c1cc2c(=O)n3cccc(C)c3nc2n(Cc2ccco2)c1=NC(=O)c1ccccc1 | 0.4&1.4 | -1&5 | 4&1 | -7&1 | -4&-4 | -40&-22 | -1.6&0.3 | 3&0 | -6 | 1&-44
CCc1c(C)nc(SCC(=O)N2CCCCC2)[nH]c1=O | -1.5 | 0 | 0 | -4 | -1 | -5 | -6.1 | 3 | 4 | -2
CCC(C)N1CC23C=CC(O2)C(C(=O)OCc2ccccc2)C3C1=O (stereo unspecified) | -1.0 | -5 | · | 0 | -5 | 3 | 0.9 | 1 | 4 | 2
CC(C)OP(=O)(OC(C)C)C(Nc1ccccc1)c1ccc2c(c1)OCO2 (stereo unspecified) | 0.8 | -8 | -6 | 4 | 0 | -10 | -0.8 | 9 | -7 | -3
O=C(CCCCCn1c(=S)[nH]c2cc3c(cc2c1=O)OCO3)N1CCN(C(=O)c2ccco2)CC1 | 1.5 | -6 | -8 | -3 | 2 | -1 | -1.3 | -6 | · | 3
COc1ccc(-c2nnc(Nc3ccc(CC(N)=O)cc3)c3ccccc23)cc1 | -1.2 | 4 | · | -3 | -2 | -6 | -0.6 | ? | 0 | 9
Cc1ccc(NC(=S)Nc2ccc3nc(-c4ccccn4)c(-c4ccccn4)nc3c2)cc1C | 0.9 | 17 | · | -4 | 3 | -2 | -1.8 | 5 | -3 | 1
O=C1c2ccccc2C(Nc2ccc(Cl)cn2)N1c1cccnc1 (stereo unspecified) | 0.2 | 10 | -2 | · | 4 | -5 | -1.1 | 2 | · | 0
COC(=O)c1nn(-c2ccccc2)c(Cl)c1/C=N/OCc1ccc(Cl)cc1Cl | 2.2 | 12 | · | -1 | -2 | -5 | 0.2 | 1 | 21 | -19
O=C(CCc1c[nH]c2ccccc12)N=Nc1c(O)[nH]c2ccccc12 | -0.4 | -1 | 0 | 0 | 6 | -2 | -2.9 | -2 | 2 | -1

Next records:
SMILES	CDK5 inh	cardiac RTF act	Wnt act	CAL PDZ FP-1	V-ATPase pH	dFosB activator	CAL PDZ FP-2	Tat transport	MITF act	Rtt109 HAT inh
COc1ccccc1CC(=O)Nc1ccc(OC)c(OC)c1	-2.8	0	·	6	-3	1	-0.1	-7	-4	-8
COc1ccccc1CCNC(=O)c1ccc(NC(=O)CC2SC(N3CCCCC3)=NC2=O)cc1 (stereo unspecified)	-4.1	3	-1	-4	0	-10	0.6	10	-13	13
COc1ccc(N2CC(C(=O)N/N=C/c3cc([N+](=O)[O-])ccc3O)CC2=O)cc1 (stereo unspecified)	0.8	4	-15	-4	-4	-1	-1.6	-10	1	7
O=C1CCCC2=C1CC(C(=O)OCc1ccccc1)C(=O)N2Cc1ccccc1 (stereo unspecified)	14	0	-1	1	-4	-9	-1.3	?	8	-16
CCC(=O)NC(c1cc(Cl)c2cccnc2c1O)C(C)C (stereo unspecified)	0.9	6	6	-8	0	8	-0.2	-3	-33	0
CCOC(=O)C1CN(S(=O)(=O)c2ccccc2)CCN1S(=O)(=O)c1ccccc1 (stereo unspecified)	1.0	5	·	-5	0	-10	-0.1	8	-5	-3
Cc1ccccc1CNC(=O)c1ccccc1C(=O)O	-1.7	-3	·	-2	-7	-4	-1.8	4	-4	4
O=C(CNC(=O)c1ccco1)OCC(=O)c1ccc(Cl)cc1Cl	0.6	-3	2	3	-1	-2	0.5	-1	0	5
O=C(Nc1ccc2ccccc2n1)c1ccccc1Br	-1.8	0	35*	-3	2	-13	-1.2	8	26	-5
COc1ccc(C(=O)COC(=O)CCc2nc3ccccc3[nH]c2=O)cc1Br	-0.1	-1	-9	-4	-2	4	·	-6	2	-2
CCOC(=O)c1sc(NC(=O)/C=C/c2ccccc2)nc1C	0.4	-1	4	-3	-1	3	-1.4	-6	29	2
Cc1nn(Cc2c(F)c(F)c(F)c(F)c2F)c(C)c1NC(=O)c1cccc(COc2ccccc2Cl)c1	1.8	-3	23	·	1	-1	-2.4	-5	-7	-7
C=CCNc1nnc(Cl)c2ccccc12	-0.3	2	-1	·	0	-7	-2.0	-10	3	-5
Cc1cccc(N(CC(=O)NCC2CCCO2)C(=O)CCC(=O)Nc2nccs2)c1 (stereo unspecified)	-1.4	0	2	-2	1	-5	-1.7	-9	-1	-1
O=C(CN1C(=O)c2ccccc2C1=O)Nc1ccc2c(c1)OCO2	0.3	-3	·	-1	0	-10	-1.7	3	-5	-8
Cc1ccc(C(=O)Nc2nc(=O)n(C(=O)c3ccccc3Cl)s2)cc1	1.0	-2	13	1	-4	-2	·	-3	20	-5
Cc1ccccc1NC(=O)COC(=O)C1(C)CC1(Cl)Cl (stereo unspecified)	-0.3	10	0	-7	3	-13	-0.9	8	9	·
CCOC(=O)C1CCCN(C(=O)Cn2cnc3sc(C)c(S(=O)(=O)N4CCOCC4)c3c2=O)C1 (stereo unspecified)	-0.8	-6	2	-1	1	-8	-1.1	3	4	1
Cc1ccc(-c2csc3ncnc(NCCC(=O)O)c23)cc1	-0.6	9	0	-2	-2	1	-2.0	3	·	-2
O=C(CC1Sc2ccccc2NC1=O)Nc1cccc(-c2nnc3n2CCCCC3)c1 (stereo unspecified)	1.4	0	15	-1	-2	-9	-1.1	0	10	11
CCCc1nnc(NC(=O)CCC(=O)O)s1	-1.2	-2	-1	·	-1	5	-0.8	-7	·	1
Cc1cccc(C)c1NC(=O)Cn1nc(C)n2cccc2c1=O	-1.7	-1	-3	-2	-2	-7	-2.3	2	2	-7
O=C(Nc1ccnn1C1CCN(Cc2ccccc2OCCO)CC1)c1cccc(F)c1	0.0	2	0	0	-1	-7	-3.2	-9	-2	-5
O=C(Nc1ccc([N+](=O)[O-])cc1)Nc1ccc2[nH]c(=O)[nH]c2c1	-0.1	0	3	3	-1	?	1.1	2	6	-3
CO/N=C/NC(=O)NOCc1ncc(C(F)(F)F)cc1Cl	-1.6	7	·	-1	1	-11	-1.2	6	-7	0
O=C(Nc1ccc(F)cc1F)c1c(C(F)(F)F)ccnc1Oc1cccc(C(F)(F)F)c1	-1.0	1	-1	0	-2	-2	-0.2	1	-3	-5
Cc1nc2cc(-c3cccc(F)c3)nn2c(C)c1CCC(=O)NC(C)c1ccc2c(c1)OCCO2 (stereo unspecified)	-0.1	-4	-7	·	1	-3	-0.6	1	-7	-15
CCC1CCC(c2nnc(-c3ccc([N+](=O)[O-])cc3)o2)CC1 (stereo unspecified)	-2.7	-3	6	-1	2	3	-2.5	4	13	-7

Screening results deposited in PubChem by several laboratories.
